# Cav32 inh = Cav3.2 calcium influx blockers – cell-based, Fluo-4 calcium fluorescence, FDSS, MLSMR library, primary screen; Voltage-dependent T-type calcium channel subunit alpha-1H (Homo sapiens), O95180; Cav3.2-expressing cells; stronger effect = lower value; B-score at 10 µM; 4% of 100,000 active; AID 449739, 2010;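 active means single-dose well whose peak fluorescence ratio is a statistical outlier from its plate by either plate-standardised score or position-corrected B-score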
# * marks the source's active call; other numbers are inactive results. An excerpt; the hit share may differ from the screen's.
SMILES,Cav32 inh
O=C(NCc1ccco1)C1CCCN(S(=O)(=O)Cc2ccccc2)C1 (stereo unspecified),0.39
Cc1cc(C)cc(NC(=O)c2ccc(CSc3nnc(C)s3)cc2)c1,-11*
COc1cc(OC)cc(-c2n[nH]c(=S)n2-c2cc(OC)ccc2OC)c1,0.53
CC(C)(CS(=O)(=O)[O-])NC(=O)CC[N+](C)(C)CCO,0.61
Cc1cnc(C(=O)NCCc2ccc(S(=O)(=O)NC(=O)NC3CCCCC3)cc2)cn1,1.3
N#CCCN(CCC#N)C(=O)c1ccc2c(c1)OCO2,0.7
O=C1c2ccccc2C(=O)N1CSc1nnc2c3ccccc3n(CCc3ccccc3)c2n1,0.011
CCCCNC(=O)CC1N=C2c3ccccc3N=C(SCC(=O)Nc3cccc(OC)c3)N2C1=O (stereo unspecified),0.99
CCC(CC)C(=O)OCC(=O)NC12CC3CC(CC(C3)C1)C2,-0.14
CCC(Sc1nc2n[nH]c(C)c2c(=N)n1-c1cccc(Cl)c1C)C(=O)N(CC)CC (stereo unspecified),0.29
O=CN1CCN(C(C(=O)NC2CCCC2)c2ccc(Cl)cc2)CC1 (stereo unspecified),0.51
CS(=O)(=O)N(CC(O)Cn1c2ccccc2c2ccccc21)c1ccccc1 (stereo unspecified),-1.5
COc1ccc(OCC(O)CON2C(=O)c3ccccc3C2=O)cc1 (stereo unspecified),0.29
CCOC(=O)c1sc(NC(=O)c2ccccc2OC)nc1C,0.68
N=C1C(c2nc3ccccc3c(=O)[nH]2)=C(O)CN1CCc1ccccc1,-0.48
COC(=O)C1=C(N)Oc2c(oc(CO)cc2=O)C1c1ccccc1F (stereo unspecified),0.85
COc1ccc(-n2c(SC3CCOC3=O)nc3ccccc3c2=O)cc1OC (stereo unspecified),0.11
O=C(Nc1ccccc1C(F)(F)F)NC1CCCCC1,0.77
Cc1ccccc1-c1nnc(SCC(=O)Nc2c(C)n(C)n(-c3ccccc3)c2=O)o1,0.37
Cc1ccc(S(=O)(=O)c2c(C)cc(-c3ccccc3)[nH]c2=O)cc1,-0.17
Cc1cc(=O)n(C)c(=O)n1CCCCCCN1CCCC1,0.36
O=C(CCN1C(=O)C2(OCCO2)c2ccccc21)c1ccccc1,0.54
CC(=O)N1CCN=C1SCc1ccccc1F,0.53
CC(=O)/C=C/c1ccc2ccccc2n1,1.3
O=C(CCC(=O)N(c1cccc(F)c1)C(C(=O)NC1CCCC1)c1ccncc1)Nc1cccnc1 (stereo unspecified),0.14

# 6 of the compounds above, with tabs:
canonical_smiles	Cav32 inh
O=C(CCC(=O)N(c1cccc(F)c1)C(C(=O)NC1CCCC1)c1ccncc1)Nc1cccnc1 (stereo unspecified)	0.14
Cc1ccccc1-c1nnc(SCC(=O)Nc2c(C)n(C)n(-c3ccccc3)c2=O)o1	0.37
CCC(CC)C(=O)OCC(=O)NC12CC3CC(CC(C3)C1)C2	-0.14
O=CN1CCN(C(C(=O)NC2CCCC2)c2ccc(Cl)cc2)CC1 (stereo unspecified)	0.51
CCOC(=O)c1sc(NC(=O)c2ccccc2OC)nc1C	0.68
CC(C)(CS(=O)(=O)[O-])NC(=O)CC[N+](C)(C)CCO	0.61

# Continued.
SMILES,Cav32 inh
Cn1c(=O)c2c(nc(NCC3CCCO3)n2C)n(C)c1=O (stereo unspecified),0.7
CCOC(=O)c1c(N)c(C#N)nn1-c1ccccc1C(=O)OC,0.83
Cc1cc(C)c(OCC(=O)N/N=C/c2ccco2)c(C)c1,0.023
CC(=O)Nc1ccc(C(=O)OC2CCCCC2=O)cc1 (stereo unspecified),0.81
CCN(CC)CCN(C(=O)Cn1nnc(-c2ccc(OC)c(OC)c2)n1)C(C(=O)NC1CCCC1)c1ccc(F)cc1 (stereo unspecified),-0.53
CCS(=O)(=O)NC(C)C(c1cccs1)N1CCN(c2ccc(OC)cc2)CC1 (stereo unspecified),0.19
CC(C)C(=O)NCCCc1ccccc1,0.29
O=C(NCCN1CCN(c2ccccc2)CC1)c1ccc(NC(=O)C2CCCO2)cc1 (stereo unspecified),0.55
O=C(NCCN1C(=O)C2C3C=CC(C3)C2C1=O)NCc1ccccc1 (stereo unspecified),-0.29
Cn1c(=O)c2c(ncn2Cc2cc(-c3ccccc3)no2)n(C)c1=O,0.0012
O=C(CN1C(=O)COc2ccccc21)NCCCN1CCc2ccccc2C1,1.7
Cc1nnc2n(-c3ccccc3)c(=O)c3c4c(sc3n12)COC(C(C)C)C4 (stereo unspecified),0.81
O=C(O)CCC(=O)Nc1ccc(Cc2ccc(NC(=O)CCC(=O)O)c(O)c2)cc1O,-0.019
O=C(Nc1c(C(=O)NCc2ccco2)cnn1-c1ccccc1)c1ccc(F)cc1,-0.14
CCC/C(=C1/C(=O)CC(C)(C)C(C(=O)OC)C1=O)N1CCCC1 (stereo unspecified),-4.6
CC(C)N(Cc1cc2ccccc2[nH]c1=O)C(=O)c1cccnc1,-0.74
CCOC(=O)c1c(NC(=O)CSc2nnc(-c3ccco3)o2)sc(C)c1C,-3
COc1ccc(N(CC(=O)Nc2cc(C(=O)O)ccc2C)S(=O)(=O)c2c(C)noc2C)cc1,1
NC(=S)NNc1cccc(Cl)c1,1
Cc1ccc(-c2nn3c(C)nnc3s2)cc1NC(=O)C(C)C,-0.005
O=C(NCc1ccccn1)C1(C(F)(F)F)C/C(=C\CCO)CCCO1 (stereo unspecified),1.3
O=C(Nc1ccccc1C(=O)N1CCOCC1)c1cccnc1,0.53
Cc1nc(C)c(C(=O)Nc2ccccc2)s1,-0.49
Cc1cc(C)n(C(=O)c2ccc(C)c(S(=O)(=O)N3CCOCC3)c2)n1,0.18
CCCC(=O)Nc1ccc(C(=O)NNC(=O)c2cccs2)cc1,-0.27
# (further entries)
SMILES,Cav32 inh
O=c1oc2ccccc2c(NCc2cccc(F)c2)c1[N+](=O)[O-],0.11
Cc1noc(C)c1S(=O)(=O)N(CC(=O)Nc1ccc2c(c1)OCCO2)c1ccc(C(C)C)cc1,-2.6
Cc1ccccc1NC(=O)N(CCc1nc2ccccc2[nH]1)Cc1ccccc1,-4*
CCOC(=O)N1CCN(C(=O)c2ccc3c(=O)n(Cc4ccc(OC)cc4)c(=S)[nH]c3c2)CC1,-4.1*
O=C(CCSc1nccn1Cc1ccccc1)N1CCOCC1,-0.29
COc1ccc(NC(=O)CCS(=O)(=O)c2ccc3c(c2)CCCN3C(C)=O)cc1Cl,0.68
CC(=O)NCc1cc(-c2nn(C)c(=O)c3ccccc23)ccc1C,2.1
COc1ccc(CCNC(=O)C2CCCN(C(=O)N(C)C)C2)c(OC)c1 (stereo unspecified),0.25
CCN(CC)C(=O)CSc1nnc(-n2nc(C)cc2C)c2ccccc12,-0.013
COC(=O)c1cc2c(s1)CS(=O)C2 (stereo unspecified),-0.14
O=C(NCCC1=CCCCC1)C1CC(=O)N(C2CCCCC2)C1 (stereo unspecified),-0.59
Oc1ccc(-c2n[nH]c(=S)n2Cc2ccco2)cc1,1.5
Cc1cc(C)c(C#N)c(SCSCc2ccccc2)n1,-2.1
CN1C(=O)c2cccc(NCCCN3C(=O)c4ccccc4C3=O)c2C1=O,-2
Cc1ccc(N(Cc2ccc(C(=O)Nc3ccccc3C(=O)NCc3ccco3)cc2)S(C)(=O)=O)cc1C,-2.2
COc1cccc(/C=N/NC(=O)CCc2ccccc2)c1,-0.12
COc1ccc(CNC(=O)CCOc2ccc(C(C)(C)C)cc2)cc1,-1.8
CCCC1(C)SC(NC(C)=O)=NN1C(C)=O (stereo unspecified),-0.073
COc1ccc2oc(=O)c(C(=O)NCc3cccnc3)cc2c1,0.95
CCN1CCN(C(c2cccs2)C(C)NC(=O)c2c(F)cccc2F)CC1 (stereo unspecified),0.67
COc1ccc2c(c1)CC/C(=C\Nc1ccc3c(c1)OCO3)C2=O,-1.7
O=C(CSc1nnc(-c2ccccc2)n1Cc1ccccc1)NC1CC1,-0.76
N#Cc1c2n(c3c(=O)n(CC(=O)c4ccc(Br)cc4)cnc13)CCCC2,0.89
CCn1c(SCc2cccnc2)nc2c1c(=O)n(C)c(=O)n2C,-2.6
CN1C(=O)c2c(sc3c2CC(C)(C)SC3)N2CCN=C12,1.2

# In a second layout: results already given.
COc1cccc(/C=N/NC(=O)CCc2ccccc2)c1
- Cav32 inh = -0.12

COc1ccc(CNC(=O)CCOc2ccc(C(C)(C)C)cc2)cc1
- Cav32 inh = -1.8

CCCC1(C)SC(NC(C)=O)=NN1C(C)=O (stereo unspecified)
- Cav32 inh = -0.073

COc1ccc2oc(=O)c(C(=O)NCc3cccnc3)cc2c1
- Cav32 inh = 0.95

# More compounds
SMILES,Cav32 inh
Cc1ccc(-c2noc(CCC(=O)NCCN3CCc4ccccc4C3)n2)cc1,-7.1*
Cn1c(=O)c2cc(S(=O)(=O)NCCC(=O)NCC3CCCO3)ccc2n(C)c1=O (stereo unspecified),0.26
CCC(C)(C)n1nnnc1C(c1cc2ccc(OC)cc2[nH]c1=O)N1CCCCC1 (stereo unspecified),-1.2
Cc1cc(C)n2nc3nc(N4CCCCC4)nc(-c4ccco4)c3c2n1,1.8
CC1(C)NC(=O)N(CC(O)CN2C(=O)NC(C)(C)C2=O)C1=O,0.54
CCN(CC)C(=S)SSC(=S)N(CC)CC,-0.0042
CCC(C)Sc1nc2c(c(=O)[nH]c(=O)n2C)n1CC(O)COc1ccccc1C (stereo unspecified),-1.2
O=C1c2oc3ccc(Cl)cc3c(=O)c2C(c2cccc(Br)c2)N1CCO (stereo unspecified),-4.1
NS(=O)(=O)c1ccc(NC(=O)COC(=O)CSc2n[nH]c(-c3ccccc3)n2)cc1,-0.61
COCCn1c(SCc2ccc(C(=O)OC)o2)nnc1-c1c[nH]c2ccccc12,0.35
O=C(C1CCCN1S(=O)(=O)c1ccc(Cl)c(Cl)c1)N1CCOCC1 (stereo unspecified),0.69
Cc1ccc(-c2nn[nH]n2)cc1,0.24
O=S(=O)(c1ccc(Br)s1)n1cccn1,0.74
COC(=O)CON1C(=O)c2ccccc2C1=O,0.16
Cc1occc1-c1nnc(SCC(=O)Nc2ccccc2-c2ccccc2)n1C,-0.85
CCc1ccc2c(c1)cc(CN(C(=S)Nc1ccccc1)C1CC1)c1nnnn12,-1.3
Cc1ccc(S(=O)(=O)CC2CSc3nc(N)cc(=O)n32)cc1 (stereo unspecified),-1.1
Cc1noc(C)c1C(=O)NCCc1ccccc1,1.5
COc1ccc(-c2oc3ncnc(NCCN4CCOCC4)c3c2-c2ccc(OC)cc2)cc1,1
COc1cccc(OC)c1NC(=O)C1CCCN1C(=O)NCc1ccccc1 (stereo unspecified),1.9
CC1CCC(=C(C#N)C(=O)Nc2cccc(Cl)c2)CC1 (stereo unspecified),-3.4
C=CCNS(=O)(=O)CC12CCC(CC1=O)C2(C)C (stereo unspecified),0.29
CN1CCN(c2ccc(Cl)cc2NC(=O)C2COc3ccccc3O2)CC1 (stereo unspecified),-4.5*
Cc1ccsc1C1Nc2ccc3ncccc3c2C2=C1C(=O)CCC2 (stereo unspecified),-0.18
Cc1ccc(NCc2nnc(SCC(=O)N3CCCc4ccccc43)o2)c(C)c1,-1.1
# Continued.
SMILES,Cav32 inh
O=c1[nH]c2cc3c(cc2cc1CN(CC1CCCO1)S(=O)(=O)c1ccccc1)OCCO3 (stereo unspecified),1.2
CCOC(=O)C1C(=O)NC(N2CCCCC2)=NC1c1ccccc1 (stereo unspecified),1.3
C(=N\Nc1nc(-c2ccccc2)cs1)/c1cccnc1,-0.9
Cc1ccc(NC(=O)C2CCN(S(=O)(=O)c3c(C)n[nH]c3C)CC2)nc1,0.14
CC1CC(C(F)(F)F)n2ncnc2N1 (stereo unspecified),-0.066
Cc1cc(N2CCOCC2)n2nc(C)c(-c3ccccc3)c2n1,3.8*
Cc1[nH]nc(-c2ccc(OCc3cnn(-c4ccccc4)c3)cc2O)c1Oc1ccc(Cl)cc1,0.31
COCCN1C(=O)c2ccccc2C(C(=O)NCCCN2CCCC2=O)C1c1c[nH]c2ccccc12 (stereo unspecified),0.083
O=C(O)CCCC(=O)Nc1ccccc1C(=O)N1CCCC1,-0.11
Cn1nnnc1SCCNCc1ccncc1,0.73
Clc1ccc(-n2nnc(-c3ncc[nH]3)n2)cc1Cl,0.54
CCCn1c(Nc2nc3ccccc3n2C)nc2ccccc21,-0.5
COC(=O)CCCC1=CC2=CC(=O)C(C)(OC(=O)c3cccs3)C(=O)C2=CN1C1CCCCC1 (stereo unspecified),1.4
COc1ccc(-c2csc(-n3ncc(-c4cccs4)c3N)n2)cc1,1.2
Cc1ccsc1/C=N/NC(=O)CSCc1ccc(Cl)cc1,-5.2*
COC(=O)CSc1nc(NCC(C)C)nc(N2CCOCC2)n1,-0.036
Cc1ccc(-c2csc(N(CCCN3CCOCC3)C(=O)c3ccco3)n2)cc1,-1.1
O=C(CCC(=O)OCC(=O)c1cccc([N+](=O)[O-])c1)Nc1cccc(Cl)c1Cl,1.1
COC(=O)c1ccc(NC(=O)CN2CCOCC2)cc1,0.62
Cc1cc(C)n(C(=O)CCCC(=O)n2nc(C)cc2C)n1,-1.4
O=C(Nc1cccc(-c2cn3ccccc3n2)c1)c1cnccn1,0.16
Cn1c(=O)oc2cc(S(=O)(=O)NCCc3ccccc3)ccc21,-0.36
O=C(Nc1ccc(NC(=O)C2CC2)nc1)c1cccnc1,0.048
COc1cccc(C2CC(c3cccs3)=NN2C(=O)CSc2nc3c(cnn3-c3ccc(F)cc3)c(=O)[nH]2)c1OC (stereo unspecified),0.32
COc1ccc(-n2c(-c3ccc(F)cc3)cnc2SCC(=O)NCc2ccco2)cc1,-5.7*
CC(=O)c1ccc(OCCN2CCOCC2)cc1,-0.34

# Source: PubChem (Vanderbilt High Throughput Screening Facility)
